From PubChem
TDP1 block: blocks human tyrosyl-DNA phosphodiesterase 1; Q9NUW8; recombinant TDP1, AlphaScreen DNA substrate cleavage; Potency, µM (highest dose often 130 µM), for the others: at the highest dose activity change, negative = inhibition, actives largely listed as inhibitors; actives 0.28% (n = 350,000); AID 485290; further: nearly all actives have a fitted effect of over 40% in size
Target sequence (Q9NUW8 whole entry, looked up): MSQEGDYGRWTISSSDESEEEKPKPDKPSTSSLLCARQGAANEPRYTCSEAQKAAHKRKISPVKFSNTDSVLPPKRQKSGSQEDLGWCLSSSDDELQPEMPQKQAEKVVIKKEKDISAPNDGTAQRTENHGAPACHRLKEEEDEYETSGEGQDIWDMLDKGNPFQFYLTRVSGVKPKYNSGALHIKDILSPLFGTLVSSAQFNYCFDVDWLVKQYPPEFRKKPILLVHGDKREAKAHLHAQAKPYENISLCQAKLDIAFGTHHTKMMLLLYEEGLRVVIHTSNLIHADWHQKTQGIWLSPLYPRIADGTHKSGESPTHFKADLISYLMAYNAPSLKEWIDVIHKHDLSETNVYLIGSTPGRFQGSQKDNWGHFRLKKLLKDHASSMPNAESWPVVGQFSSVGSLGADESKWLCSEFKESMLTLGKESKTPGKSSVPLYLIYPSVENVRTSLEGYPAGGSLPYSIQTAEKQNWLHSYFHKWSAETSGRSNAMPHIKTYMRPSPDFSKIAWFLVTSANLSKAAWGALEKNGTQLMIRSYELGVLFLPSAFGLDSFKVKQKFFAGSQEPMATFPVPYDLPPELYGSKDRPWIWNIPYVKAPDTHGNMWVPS
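Recombinant E. coli-expressed Tdp1 (1 nM) preincubated with compound 15 min at RT, then 5'-biotin/3'-phosphotyrosine-FITC DNA substrate (15 nM) added for 5 min. AlphaScreen beads (10 ug/ml) added, 10 min RT; tyrosine-FITC cleavage read as signal loss.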
N370S GC mod: N370S glucocerebrosidase modulation, Gaucher chaperone candidate; P04062; N370S GC spleen homogenate, 4MU-glucoside fluorescence; Potency, µM (top dose mostly 59.4 µM), inactives show at the top dose activity change, negative = inhibition, usual class: inhibitors; actives 0.092% (n = 330,000);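 further: 0% = full enzyme activity and -100% = no enzyme basal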
FEN1 inh: human FEN1 inhibition; P39748; Recombinant FEN1 flap cleavage, fluorescence, 15 min; Potency, µM (series often up to 114 µM), inactives show top-dose activity change, negative = inhibition, actives largely listed as inhibitors; actives 0.35% (n = 390,000); AID 588795; further: nearly all actives have a fitted effect of over 65% in size
Target sequence (P39748 whole entry, looked up): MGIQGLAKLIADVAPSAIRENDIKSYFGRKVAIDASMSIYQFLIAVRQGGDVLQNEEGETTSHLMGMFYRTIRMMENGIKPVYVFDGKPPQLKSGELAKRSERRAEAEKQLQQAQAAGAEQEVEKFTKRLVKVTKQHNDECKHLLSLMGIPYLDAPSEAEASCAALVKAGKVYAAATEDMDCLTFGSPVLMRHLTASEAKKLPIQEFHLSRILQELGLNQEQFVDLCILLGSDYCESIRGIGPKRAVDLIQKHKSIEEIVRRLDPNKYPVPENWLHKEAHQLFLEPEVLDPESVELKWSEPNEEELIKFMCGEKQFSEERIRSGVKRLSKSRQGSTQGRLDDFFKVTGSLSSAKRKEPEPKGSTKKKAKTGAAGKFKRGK
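Recombinant FEN1 (10 nM) was preincubated with pin-transferred compounds for 15 min at room temperature, then flap DNA substrate (50 nM final) was added. Plates were read at 0 and 15 min, and normalized concentration–response data were fitted to a four-parameter Hill equation.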
Numbers without * were called inactive; u = inconclusive; x = no result given; & = joins results of further samples; [ ] = dose if it differs, or a comment. The call rests on the fitted dose curve; in most records, active means well fitted curve in the direction sought with a large enough effect; inconclusive means small, poorly fitted or top-dose-only effect, or another doubt; inactive means no such curve, though single readings can be large; an effect the other way counts as inactive or inconclusive. Unless noted, on the % scale 0 is the no-effect control and ±100 the full control effect; potency means the concentration at half of the fitted maximal effect.

SMILES | TDP1 block | N370S GC mod | FEN1 inh
CCc1ccccc1OCc1nc2ccc(S(=O)(=O)N3CCOCC3)cc2[nH]1 | 1% | -3% | -12%
COc1ccc(OC)c(S(=O)(=O)Nc2cc(C)on2)c1 | 5% | -16% | -9%
COc1ccc(NC(=O)c2sc3nc(-c4cccnc4)ccc3c2N)cc1OC | 0% | -7% | -4%
COC1C(O)C(CO)OC1n1cnc2c(NC3CCCCC3)ncnc21 (configuration not stated) | 8% | 2% | x
O=C(c1ccco1)N(CC1CCCO1)c1nc(-c2ccccc2)cs1 (configuration not stated) | 1% | 2% | -27%
O=c1c2ccccc2ncn1CCCSc1ccc(Cl)cc1 | 2% | 11% | 5%
COC(=O)c1sc(N)c(C(=O)OC)c1CSc1nnc(-c2ccccc2Cl)n1C | 5% | -6% | -4%
O=[N+]([O-])c1ccc(O)c(-c2cc(C(F)(F)F)nc(-c3ccccc3)n2)c1 | x | -5% | 19%
Cc1noc(C)c1COc1ccc(C(=O)N2CCC(C)CC2)cc1 | 0% | x | 0%
CCn1nnnc1SCC(=O)c1cccc(OC)c1 | 3% | 14% | 0%
O=C(NCCO)c1ccc(CSc2nc3ccccc3[nH]2)cc1 | 7% | 1% | -4%
CC(=O)c1sc(NC(=O)c2oc3ccc(F)cc3c2C)nc1C | 0% | x | -21%
Cc1cc(C)c(S(=O)(=O)N2CCCOC2CNC(=O)C(=O)NCCC2=CCCCC2)c(C)c1 (configuration not stated) | -5% | 11% | -4%
CCCC(C(=O)NC1=NCCS1)c1ccccc1 (configuration not stated) | 5% | -6% | 21%
O=C(NCc1ccccc1)c1cccc(Br)n1 | 0%&3% | 5%[89.1 µM] | -13%
CC(C)C(=O)N1CCN(c2ccccc2NC(=O)c2cc([N+](=O)[O-])ccc2N2CCOCC2)CC1 | 8% | 4% | -2%
COc1ccc(N(CC(=O)N2CCOCC2)S(C)(=O)=O)cc1Cl | 4% | 2% | 1%
CCn1c(SCC(=O)N2c3ccccc3Sc3ccccc32)nc2c1c(=O)n(C)c(=O)n2C | 1% | 1% | -16%
Cc1cc(=O)oc2cc(OCC(=O)OCC(=O)N3CCC(C)CC3)ccc12 | -8% | 8% | 2%
Cn1c(CCN2CCCCC2)nc2cc(NS(=O)(=O)c3ccccc3)ccc21 | -1% | 6% | 1%
C=CCn1c(COc2ccc(F)cc2)nnc1SCC(=O)NC1CC1 | 1% | -4% | -5%
COc1ccc(Nc2nc(N)c([N+](=O)[O-])c(N3CCCC3)n2)cc1 | x | -2% | 5%
C=CCOC(=O)Nc1snnc1C | 1% | 4% | 3%
Cc1cc([N+](=O)[O-])c(-c2ccc(/C=N/n3cnnc3)o2)cc1Cl | -4% | -8% | -5%
O=C(O)c1ccc2c(c1)C(=O)N(CCc1ccccc1)C2=O | x | 7% | 4%
Cc1cc(C(C)(C)CC(C)(C)C)ccc1OCCOCC[N+](C)(C)Cc1ccccc1 | 12%[56.1 µM] | u | u
CCOc1cccc(CN2CCC(n3nccc3NC(=O)C3CCCC3)CC2)c1 | 4% | 2% | 10%
O=C(O)c1ccc(NS(=O)(=O)c2cc(Cl)ccc2Cl)cc1O | 2% | -8% | -1%
C/C(Cc1ccccc1)=N\NC(=O)CNC(=O)/C=C\c1ccccc1 | 6% | 9% | -11%
COc1cc(SC)ccc1C(=O)OCC(=O)NCCNC(=O)COC(=O)c1ccc(SC)cc1OC | 1% | -12% | -3%
C=CCNc1nc(C(=O)OCC)nc2ccccc12 | 8% | 3% | -10%
O=C(NCCc1ccc(Cl)cc1)c1cnc2sc(N3CCOCC3)nn2c1=O | 0% | x | 9%
CCCCC(=O)Nc1c(-c2cccc(OC)c2)c(=O)c2ccccc2n1C | x | -3% | 19%
CCn1c(=O)c2cc(C(=O)NC(C)C)sc2c2ccccc21 | x | 7% | -4%
Cc1cc(NC(=O)CN2CCC(O)CC2)nc2c1c(=O)oc1ccccc12 | 0% | x | 6%
CCN1CCN(CCCNC(=O)c2ccc3c(c2)sc2nc(-c4ccc(C)cc4)cn23)CC1 | -3% | x | 1%
N#C/C(=C/c1ccc(F)cc1)c1nnc(NC(=O)c2ccccc2)s1 | x | 5% | -3%
Cc1cccc(S(=O)(=O)Nc2ccc(-n3c(C)nc4ccccc4c3=O)cc2)c1 | 2% | -2% | 10%
COc1ccc(C(C#N)N2CCOCC2)cc1 (configuration not stated) | -2% | 3% | 2%
O=[N+]([O-])c1ccccc1/C=C/C=N/Nc1nc(N2CCCCC2)nc(N2CCCCC2)n1 | 7% | -1% | -11%
COCCNC(=O)c1ccc(CS(=O)(=O)c2ccc(C)cc2)o1 | 3% | -4% | 0%
O=C(OC(C(=O)NCc1cccs1)c1ccc(F)cc1)c1ccco1 (configuration not stated) | 9% | 5% | -1%
CNc1nc(C)c(C(=O)c2ccc(Cl)cc2)s1 | 4% | -13% | -6%
Cc1ccc(S(=O)(=O)Oc2ccccc2/C=C2/SC(=O)NC2=O)cc1 | 7% | 9% | -3%
CC(=O)c1ccc(C#CC(C)(C)O)s1 | 3% | 16% | 1%
COC(=O)CSC1=C(C#N)C(c2cccc(F)c2)CC(=O)N1 (configuration not stated) | 3% | 3% | 2%
Cc1ccc2c(=O)c(C(=O)c3cccc(Cl)c3)cn(CC(=O)NC3CCCCC3)c2n1 | 3% | x | 17%
CCOC(=O)c1c(NC(=O)CSc2ncn[nH]2)sc(C(=O)NC)c1C | 4%[56.1 µM] | -20% | -8%
C=CCN(c1ccccc1)S(=O)(=O)c1cccc(C(=O)Nc2nc3ccccc3[nH]2)c1 | 3% | -3% | -11%
Cn1nc(C(C)(C)C)c([N+](=O)[O-])c1C(=O)Nc1cccc2ccccc12 | 7% | 15% | -8%
CCCCC(CC)C(=O)Nc1ccc(C)c(O)c1 (configuration not stated) | -6% | -12% | -2%
COc1cc2[nH]c(=S)nc(NCc3ccc(C)cc3)c2cc1OC | x | -1% | 18%
CCCCn1c(=O)c(CCC(=O)OCC(=O)NC(=O)NCCC(C)C)nc2ccccc21 | 0% | 9% | -4%
Cn1c(N)c(C(=O)COC(=O)c2ccccc2C(=O)c2ccc(Cl)c([N+](=O)[O-])c2)c(=O)n(C)c1=O | 0% | x | 1%
Cc1ccc2nc(N3CCN(C(=O)c4cccs4)CC3)c(C#N)cc2c1 | -4% | 4% | -16%
COc1cccc(NC(=O)Cn2nnc(C(=O)NCCc3ccccc3)c2N)c1 | -13% | 0% | 12%&1%
NC(=O)CC(NC(=O)c1ccccc1)c1ccc(NCC2CC2)c([N+](=O)[O-])c1 (configuration not stated) | 2% | -3% | 4%
COc1ccc(-c2cc(C(=O)N3CCN(Cc4ccc5c(c4)OCO5)CC3)on2)cc1OC | 8% | -8% | -28%
Cc1nc2c(s1)sc1ccccc12 | 5% | -21% | 4%
CCCCOc1ccc(C2CCC(C(C)=O)C(C)C2)cc1 (configuration not stated) | -3% | -2% | -17%
(list continues)
SMILES | TDP1 block | N370S GC mod | FEN1 inh
CC1CCCCC1NC(=O)C1CCC(CNS(=O)(=O)c2ccccc2)CC1 (configuration not stated) | x | -14% | 0%
Cc1nnc(NC(=O)c2ccc3c(c2)NC(=O)CS3)s1 | 0% | x | 0%
CC1=C(C(=O)Nc2ccc(CC(=O)NCc3ccccc3C)cc2)SCCO1 | 5% | 2% | 16%
CCOC(=O)c1ccc(NC(=S)N2CCC(C(N)=O)CC2)cc1 | 0% | -3% | -6%
CC(C)c1c(C(=O)N/N=C/c2ccc(Cl)cc2Cl)nnn1-c1nonc1N | 2% | -5% | -12%
Cc1cc(C)nc(S/C=C/C(=O)c2ccccc2F)n1 | 4% | 5% | 3%
O=C(COc1coc(CN2CCc3ccccc32)cc1=O)NCCc1ccccc1 | 1% | -1% | 8%
CC(C)[C@H](NC(=O)c1ccccc1)C(=O)OCC(=O)Nc1sccc1C(N)=O | -9% | x | -14%
CC(C)(C)C1CCC2(CC1)NC(CO)(CO)CO2 (configuration not stated) | 5% | 9% | -6%
COc1ccccc1NC(=O)COC(=O)c1oc2ccccc2c1C | -4% | 0% | -17%
COc1ccccc1CNC(=O)c1nccnc1CO | x | 7% | 17%
Cc1cccc2sc(N(CCCN(C)C)C(=O)c3ccc4ncsc4c3)nc12 | 5% | -24% | -10%
CC(C)c1ccc(S(=O)(=O)N2CCN(CC(=O)Nc3ccc(Cl)cc3F)CC2)cc1 | 2% | x | -4%
COc1ccc(CNC(=O)[C@H](C)NC(=O)C2CCN(S(=O)(=O)c3ccc(C)cc3)CC2)cc1 | 2% | 2% | 9%
Cc1cccc(NC(=O)COc2ccccc2)c1 | 9% | 14% | -3%
O=c1c2cc(N3CCOCC3)ccc2[nH]c(=S)n1Cc1cccc(Cl)c1 | 3% | 3% | -3%
O=C(Nc1nnc(-c2ccccc2)s1)c1ccccc1F | x | 3% | 14%
Cc1ccc(/C=C2\SC(=S)N(CCC(=O)N3CCOCC3)C2=O)cc1 | 2% | 1% | -3%
CCn1c(O)c(N=NC(=O)c2cccc(S(=O)(=O)N3CCCCC3)c2)c2ccccc21 | 8% | 3% | 4%
Cc1ccc(Cn2c(=N)c(C(=O)NC3CCCCC3)cc3c(=O)n4ccccc4nc32)cc1 | 1% | -1% | 15%
COc1ccc(NS(=O)(=O)c2cc(NC(=O)/C=C/c3cc(OC)ccc3OC)ccc2N2CCCCC2)cc1 | -6% | u | 4%
COC(=O)CSC1=NS(=O)(=O)c2ccccc21 | -1% | 2% | 0%
COc1ccc2nc(NC(=O)CSc3nnnn3C)sc2c1 | 7% | -14% | 15%
COc1ccc(OC)c(S(=O)(=O)NC2CC(=O)N(c3ccc(C)c(C)c3)C2)c1 (configuration not stated) | x | -2% | -1%

Pulled one by one from the list above:
SMILES | TDP1 block | N370S GC mod | FEN1 inh
COc1ccc(OC)c(S(=O)(=O)NC2CC(=O)N(c3ccc(C)c(C)c3)C2)c1 (configuration not stated) | x | -2% | -1%
CCn1c(O)c(N=NC(=O)c2cccc(S(=O)(=O)N3CCCCC3)c2)c2ccccc21 | 8% | 3% | 4%
Cc1ccc(Cn2c(=N)c(C(=O)NC3CCCCC3)cc3c(=O)n4ccccc4nc32)cc1 | 1% | -1% | 15%
COc1ccc(CNC(=O)[C@H](C)NC(=O)C2CCN(S(=O)(=O)c3ccc(C)cc3)CC2)cc1 | 2% | 2% | 9%

Next section
SMILES | TDP1 block | N370S GC mod | FEN1 inh
CC(CNC(=O)C1CCCCC1)NC(=O)C1CCCCC1 (configuration not stated) | 2% | 1% | 1%
Cc1ccc2c(c1)cc(C(=O)N1CCN(c3ccccn3)CC1)n2C | x | 10% | 2%
CN1C(=O)NC(c2ccccc2[N+](=O)[O-])C2=C1CC(C)(C)CC2=O (configuration not stated) | x | -17% | -2%
CC(=O)N(C)c1ccc(NC(=S)Nc2cccc3ccccc23)cc1 | 4% | 2% | 1%
CCOC(=O)C1=C(CSc2nc(-c3ccccc3)ccc2C#N)OC(N)=C(C#N)C1c1ccc(OC)cc1 (configuration not stated) | 3% | 5%[12.8 µM] | u
CCCCCCN1CC(O)=C(c2nc3ccccc3[nH]2)C1=N | 9% | -5% | -2%
COCCOC(=O)C1=C(C)NC(=O)NC1c1cccs1 (configuration not stated) | 6% | -29% | 0%
CC(C)C(c1nnnn1C(C)(C)C)N1CCN(c2cccc(Cl)c2)CC1 (configuration not stated) | 2% | 0% | 2%
CC1=C(C(=O)OCC2CCCO2)C(c2ccc(F)cc2)NC(=O)N1 (configuration not stated) | -5% | -26% | -2%

Gathered by group: the entries above containing an aryl thioether with sulfur outside any ring (11)
SMILES | TDP1 block | N370S GC mod | FEN1 inh
O=c1c2ccccc2ncn1CCCSc1ccc(Cl)cc1 | 2% | 11% | 5%
COC(=O)c1sc(N)c(C(=O)OC)c1CSc1nnc(-c2ccccc2Cl)n1C | 5% | -6% | -4%
CCn1nnnc1SCC(=O)c1cccc(OC)c1 | 3% | 14% | 0%
O=C(NCCO)c1ccc(CSc2nc3ccccc3[nH]2)cc1 | 7% | 1% | -4%
CCn1c(SCC(=O)N2c3ccccc3Sc3ccccc32)nc2c1c(=O)n(C)c(=O)n2C | 1% | 1% | -16%
C=CCn1c(COc2ccc(F)cc2)nnc1SCC(=O)NC1CC1 | 1% | -4% | -5%
COc1cc(SC)ccc1C(=O)OCC(=O)NCCNC(=O)COC(=O)c1ccc(SC)cc1OC | 1% | -12% | -3%
CCOC(=O)c1c(NC(=O)CSc2ncn[nH]2)sc(C(=O)NC)c1C | 4%[56.1 µM] | -20% | -8%
Cc1cc(C)nc(S/C=C/C(=O)c2ccccc2F)n1 | 4% | 5% | 3%
COc1ccc2nc(NC(=O)CSc3nnnn3C)sc2c1 | 7% | -14% | 15%
CCOC(=O)C1=C(CSc2nc(-c3ccccc3)ccc2C#N)OC(N)=C(C#N)C1c1ccc(OC)cc1 (configuration not stated) | 3% | 5%[12.8 µM] | u
